# Assay outcomes deposited in PubChem BioAssay by several laboratories.
# Mtb UGM inh = Mtb UDP-galactopyranose mutase inhibition | purified UGM, fluorescence polarization probe displacement | hit rate 0.06% among 320,000 | inhibition, % at 10 µM | AID 504406; in the data active means inhibition above about 10%, passing the limit was not always enough; inconclusive means no clear call, values can overlap the other calls
# FadD28 FP inh = inhibitors of Mycobacterium tuberculosis FadD28 bisubstrate binding; inhibition, % at 12.5 µM; hit rate 0.22% among 360,000; FadD28 bisubstrate probe binding, fluorescence polarization; AID 588549; in the data active means inhibition above about 8.5%, passing the limit was not always enough; inconclusive means no clear call, values can overlap the other calls
# FBA Mtb inh = inhibits M. tuberculosis FBA enzyme. P9WQA3. AID 588726. hit rate 2.3% among 360,000. inhibition, % at 1 µM. purified M. tuberculosis FBA, fluorescence read-out; in the data active means inhibition above about 27%;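 further: 0% = vehicle and 100% = reference inhibitor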
# Target sequence (P9WQA3 whole entry, looked up): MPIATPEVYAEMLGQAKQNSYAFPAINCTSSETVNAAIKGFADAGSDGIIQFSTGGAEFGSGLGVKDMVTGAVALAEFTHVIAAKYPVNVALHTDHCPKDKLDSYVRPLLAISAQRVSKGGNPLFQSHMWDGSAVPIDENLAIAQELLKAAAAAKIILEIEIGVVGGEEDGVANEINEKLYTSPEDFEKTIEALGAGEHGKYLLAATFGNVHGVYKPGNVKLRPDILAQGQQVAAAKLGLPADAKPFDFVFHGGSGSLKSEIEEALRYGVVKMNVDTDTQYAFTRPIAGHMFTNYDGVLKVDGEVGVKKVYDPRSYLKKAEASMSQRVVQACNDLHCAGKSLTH
# BioA inh = inhibitors of Mycobacterium tuberculosis BioA enzyme | purified M. tuberculosis BioA enzyme, plate reader | inhibition, % at 9.99 µM | hit rate 0.096% among 360,000; in the data active means inhibition above about 40%; inconclusive means no clear call, values can overlap the other calls
# GDH-TPI inh = counter-screen for M. tuberculosis FBA inhibitors: GDH-TPI coupled enzymes; hit rate 1.2% among 360,000; inhibition, % at 4.8 µM; AID 588335; GDH-TPI coupled enzyme counterscreen, NADH absorbance; in the data active means inhibition above about 30%;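 further: 0% = DMSO wells and 100% = wells lacking the enzyme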
# Rv3671c inh = inhibits the M. tuberculosis serine protease Rv3671c; P9WHR9; inhibition, % at 5.96 µM; hit rate 0.048% among 320,000; AID 2606; in the data active means inhibition above about 38%;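 further: extracellular domain of Rv3671c used as enzyme; 0% = enzyme with DMSO and 100% = no enzyme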
# Target sequence (P9WHR9 whole entry, looked up, the tested form may be a part): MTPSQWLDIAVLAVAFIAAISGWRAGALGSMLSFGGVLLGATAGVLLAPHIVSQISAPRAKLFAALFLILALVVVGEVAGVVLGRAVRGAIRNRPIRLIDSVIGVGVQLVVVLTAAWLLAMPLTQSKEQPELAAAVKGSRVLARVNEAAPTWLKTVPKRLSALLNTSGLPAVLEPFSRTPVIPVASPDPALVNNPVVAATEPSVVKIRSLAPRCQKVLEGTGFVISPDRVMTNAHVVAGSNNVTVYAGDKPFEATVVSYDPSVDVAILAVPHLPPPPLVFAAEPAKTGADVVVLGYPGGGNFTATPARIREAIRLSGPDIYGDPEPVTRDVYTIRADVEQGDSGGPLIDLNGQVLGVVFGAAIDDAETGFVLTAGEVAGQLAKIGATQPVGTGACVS
# BoNT F protease = blocks Botulinum neurotoxin F light chain protease | hit rate 0.22% among 360,000 | AID 588497 | inhibition, % at 10 µM | Multiplex microsphere protease cleavage assay, flow cytometry; in the data active means inhibition above about 35%, passing the limit was not always enough; inconclusive means no clear call, values can overlap the other calls; further: plate controls were buffer without enzyme for full effect and enzyme alone for no effect
# PrPC surface inh = cell surface PrPC inhibition, primary TR-FRET screen; P04156; TR-FRET read-out; inhibition, % at 13.8 µM; hit rate 0.43% among 370,000; in the data active means inhibition above about 24%; further: 0% = median of the test wells and 100% = reference compound wells
# MazF activator = increases E. coli MazEF RNase cleavage of RNA. P0AE70. FAM/BHQ RNA-DNA oligo cleavage fluorescence, 5 h. activation, % at 20 µM. hit rate 0.32% among 350,000; in the data active means activation above about 50%
# Target sequence (P0AE70 whole entry, looked up): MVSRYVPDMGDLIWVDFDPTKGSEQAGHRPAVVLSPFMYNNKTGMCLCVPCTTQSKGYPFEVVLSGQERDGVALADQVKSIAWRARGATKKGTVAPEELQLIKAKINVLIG
# * hit, by the source's call; ? = inconclusive; . = no result given; & = joins results of further samples.
# Results follow in this order: Mtb UGM inh, FadD28 FP inh, FBA Mtb inh, BioA inh, GDH-TPI inh, Rv3671c inh, BoNT F protease, PrPC surface inh, MazF activator
1. Fc1ccc(Nc2nc(N3CCOCC3)nc(N3CCOCC3)n2)cc1
    -0.6, 0.4, 0, 2.0, 11, -2, 2, -2, 5
2. COc1ccc(C2=NOC(C(=O)NCc3cccs3)C2)cc1 (stereo not given)
    -1.8, -4.2, -1, 0.2, 2, -2, -13, 3, 1
3. CC(C)NC(=S)Nc1ccc2cn[nH]c2c1
    0.8, 2.2, 1, ., 3, 5, -10, 8, 3
4. COc1ccc(NC(=O)c2cc(SC)ccc2Cl)cc1
    1.6, -1.9, -2, ., -4, -3, -3, 16, 1
5. COc1ccc(Cl)cc1-c1n[nH]c(=S)n1C1CCCCC1
    -1.4, -0.4, 2, 2.1, 10, -6, -39, 23, 3
6. O=C(O)CCC(=O)N1N=C(c2c(-c3ccccc3)c3cc(Cl)ccc3[nH]c2=O)CC1c1cccs1 (stereo not given)
    3.0, -7.2, 7, ., 3, -1, 1, -4, 0
7. COc1cccc(C(O)c2nc(-c3ccccc3OC)cs2)c1 (stereo not given)
    ., 0.0, -1, -4.2, 8, ., 8, 1, .
8. CC(C)(C)C(=O)NCCN1CCN(C(=O)C(C)(C)C)CC1
    0.3, 0.4, 0, ., -1, -5, -20, 4, 2
9. O=C(c1cc(-c2ccccc2)on1)N1CCN(Cc2ccc3c(c2)OCO3)CC1
    ., 0.2, 0, 0.0, 10, 2, 1, 1, -1
10. CCOC(=O)/C=c1\s/c(=C\c2ccc(C#N)cc2)c(=O)n1CC(=O)Nc1cccc(C)c1C
    1.8, -3.5, 1, -1.3, 0, -2, 1, ., -23
11. Cc1ccc(O)c(CCc2ccccc2)n1
    ., -1.2, 11, 0.6, 6, 4, -2, 7, -2
12. Cc1c(C(=O)C(=O)NCCC2=CCCCC2)c2ccccc2n1C
    0.3, -1.6, 5, ., 17, 0, -5, -4, 1
13. O=S(=O)(NCc1ccccc1)c1cccs1
    1.1, -0.4, 1, -2.4, 11, -9, -6, -3, 10
14. OCCN1CCN(c2ncnc3c2ncn3[C@H]2CN(Cc3ccco3)C[C@@H](CO)O2)CC1
    ., -2.8, 0, -1.1, 7, ., 3, -2, .
15. CCSc1nc(C)nc2c1oc1ccccc12
    2.4, -2.6, -1, 2.9, 1, -8, 3, -2, -4
16. COc1cccc(C(=O)/C=C/Nc2ccc(S(=O)(=O)Nc3ncccn3)cc2)c1
    4.6, -3.4, 2, ., 20, 10, -3, -1, -5
17. COC(=O)[C@@]1(Cc2ccc(OC)cc2)[C@H]2c3cc(C(=O)N(C)C)[nH]c3C[C@H]2CN1C(=O)c1ccccc1
    2.7, -3.0, -1, 1.0, 2, -11, 1, 6, 0
18. COc1cc(C=NNC(=O)c2cccnc2)ccc1OC(=O)c1ccccc1F
    0.4, ., -3, 5.3, 15, -8, 0, -4, -2
19. CN1CCN(c2ccc(-c3ccnn3C(=O)Nc3cccc(C(F)(F)F)c3)cc2)CC1
    1.5, -1.4, 2, ., 0, -12, 1, -5, 10
20. CCOc1cc(CNc2cccc3[nH]c(C)nc23)ccc1OC
    0.3, -0.3, 1, -0.8, 0, 3, -8, 0, 9
21. COc1ccc(/C=N/N(Cc2ccccc2)c2ccccc2)cc1O
    2.1, 12*, -3, 21, 8, 0, -4, 1, -3
22. COc1ccccc1/C=C/C=N/NC(=O)CN1CCN(Cc2ccccc2)CC1
    0.7, -3.9, 0, ., 50*, 8, ?, -8, -4
23. O=C(OCC(=O)N1CCCC1=O)c1nc(Cl)c(Cl)c(Cl)c1Cl
    -8.0, -3.0, -2, -0.3, 4, 4, 2, -2, -1
24. O=C(/C=C/c1ccccc1Cl)N(Cc1ccccc1)C1CCS(=O)(=O)C1 (stereo not given)
    -2.0, -4.3, 0, ., 4, 5, -4, -3, 2
25. O=C(Nc1ccncc1)Nc1ccc(F)c(Cl)c1
    -1.2, -1.8, 5, 7.0, 2, -6, -11, 8, -1
26. CC(=O)Nc1ccc(NC(=O)c2ccccc2N(C)S(=O)(=O)c2ccc(C)cc2)cc1
    -1.3, -2.8, 2, -0.7, 3, -5, -8, 6, -2
27. C/C(=N\NC(=O)CSc1ncccn1)c1ccc2c(c1)OCCO2
    0.3, -2.1, -2, ., -8, 7, 0, ., 3
28. COc1ccc2[nH]c(C)c(C(=O)CN3CCN(C(=O)c4ccco4)CC3)c2c1
    1.5, -2.0, -1, 0.5, 7, 3, 5, -7, -10
29. O=C(Nc1ccc(C(F)(F)F)cc1)c1cccn(Cc2ccc3c(c2)OC(F)(F)O3)c1=O
    1.5, -1.6, -2, -1.3, 8, 1, -4, 2, -1
30. Cn1nc(C(=O)N2CCCC2)c2ccccc2c1=O
    2.0, -0.4, 1, -2.3, -1, -6, -3, -5, 5
31. Cn1ccc2c(N3CCCCC3)cc3c(c21)C1CCC3C1 (stereo not given)
    ., -2.6, 1, 1.0, ., ., -16, 0, .
32. O=C(N/N=C/c1ccc(-n2ccnc2)cc1)c1cccs1
    3.5, -6.0, 0, 5.3, 15, 3, -8, -9, 2
33. CCC(=O)N=c1sc2c(OC)ccc(OC)c2n1C
    -2.1, -1.3, 1, -1.6, 8, 0, -5, -3, 4
34. O=c1c2ccccc2nc(SCc2cccc(F)c2)n1Cc1ccco1
    -2.4, 1.3, 2, ., 5, 24, -4, 1, -5
35. CCCN(CC1CC1)C(=S)NC(=O)c1cc(Br)ccc1Cl
    ., -0.3, 2, -0.6, 4, ., 24, 6, -9
36. C/C(Cc1ccccc1)=N\NC(=O)CNC(=O)c1ccc(C(C)(C)C)cc1
    5.4, -0.7, -5, ., 8, -7, -9, 2, -2
37. CCOC(=O)C1=NN(c2cccc(Cl)c2)C2=NC(C)=C(C(=O)OC)C(c3cccs3)N12 (stereo not given)
    -5.1, -4.9, -3, -2.8, 5, -11, 4, -8, -2
38. C=CCn1c(SCC(=O)Nc2cc(C)on2)nc2sc3c(c2c1=O)CCCC3
    0.6, -0.8, -3, -0.7, 6, -4, 1, -1, -42
39. CCN(CC)CCCNC(=O)C1CCC(=O)N(c2ccc(OC)cc2)C1c1ccc(F)cc1 (stereo not given)
    -0.4, -2.9, 1, -1.4, -13, 3, 3, -3, 5
40. CCCCCCC1CC(CCC(=O)Nc2ccc([N+](=O)[O-])cc2)C(=O)O1 (stereo not given)
    -1.3, -1.5, 6, ., 5, 3, 8, -5, -6
41. O=c1[nH]c(=S)c2c(n1-c1ccccc1)CCC2
    -2.5, -0.2, -2, 0.3, 35*, -7, -5, 9, 8
42. Cc1cc(C)c(Cc2c(C)nc3c(C(=O)NCc4ccco4)cnn3c2C)c(C)c1
    2.8, -5.3, 22, ., 0, -5, -12, -3, -12
43. COc1ccc(N(CC(=O)Nc2cc(C(=O)O)ccc2C)S(=O)(=O)c2c(C)noc2C)cc1
    2.6, -1.1, -1, 0.0, 8, -5, -3, 1, 10
44. COc1ccccc1C(=O)NC(CCSC)C(=O)NNC(=O)c1ccc(F)cc1 (stereo not given)
    4.2, -5.3, 0, 0.1, -1, -15, -6, 5, 6
45. CCn1c(O)c(C=NCc2ccccc2)sc1=S
    0.5, -1.5, -3, 4.8, 7, 7, 1, -6, -5
46. COc1ccc(CCC(=O)N(c2nnc(-c3cccnc3)s2)C(C)C)cc1
    -1.4, -5.9, -1, ., -6, -16, -4, 3, -6
47. O=C(NCCCc1ccccc1)c1ccccc1
    2.6, 0.5, 1, -0.3, 8, -2, -7, -4, 7
48. CCOC(=O)c1ccc(S(=O)(=O)Nc2cc(C(=O)O)ccc2Cl)cc1
    3.2, 0.8, 1, ., -3, 5, -2, -3, -6
49. COCC1CCCN(Cc2cn(Cc3ccccc3)nc2-c2cc3ccccc3o2)C1 (stereo not given)
    0.5, -4.7, 2, 3.0, -3, 5, -2, -7, 5
50. CC(C)(C)NC(=O)c1cnn2c1NC(c1ccc(F)cc1)CC2C(F)(F)F (stereo not given)
    1.2, -1.9, 4, -1.7, 8, -7, 3, -6, 6

# Next section:
# Results follow in this order: Mtb UGM inh, FadD28 FP inh, FBA Mtb inh, BioA inh, GDH-TPI inh, Rv3671c inh, BoNT F protease, PrPC surface inh, MazF activator
51. CCOc1ccc(NS(=O)(=O)c2ccc(C(=O)N(C)CCc3ccc(OC)c(OC)c3)cc2)cc1
    0.0, -2.1, 0, 0.6, 5, -3, -12, 7, 1
52. Cc1ccc(NC(=O)CNc2ccccc2N2CCCC2=O)cc1S(=O)(=O)N1CCOCC1
    ., 21*, 1, -0.5, 2, ., 0, 6, 0
53. Cn1c(=O)cc(SCC(=O)N2CCN(C3CCCCC3)CC2)c2ccccc21
    -1.8, -4.8, 1, 0.1, 6, 7, -5, -10, -18
54. C[C@H](CO)N1C[C@H](C)[C@@H](CN(C)Cc2ccccn2)Oc2ncc(Br)cc2C1=O
    ., -0.9, -2, 0.1&1.8&-1.3, 6, ., -5, 5, 2
55. COc1cccc(NC(=O)CN(C)C(=O)CSc2nc3ccccc3s2)c1
    2.5, -0.4, 2, ., 15, -17, ?, 1, 1
56. O=Cc1cn(CCC(=O)O)nc1-c1cc2ccccc2o1
    -1.2, -2.3, 0, -0.4, 4, 0, 9, 5, 1
57. COc1ccc(NS(=O)(=O)c2cccc(NC(=O)NCCCl)c2)cc1
    0.1, -3.9, -3, ., -1, -15, -2, 4, 12
58. CCOc1ccc(NC(=O)CCC(=O)NNC(=O)NC2CCCCC2)cc1
    0.1, 2.4, 1, -1.6, -1, -2, -10, -7, -4
59. CC(C)CN(C(=O)COC(=O)CSc1ccccc1)c1c(N)n(Cc2ccccc2)c(=O)[nH]c1=O
    1.9, -0.5, 8, -0.5, 1, -1, 15, -2, -3
60. O=C(Cn1nnc(-c2ccncc2)n1)N(C1CCCCC1)C1CCCCC1
    2.0, -5.7, 2, -0.8, -2, 9, -2, 7, -1
